Assay outcomes as filed in PubChem.
PrPC TRFRET = cell surface PrPC inhibition, primary TR-FRET screen. TR-FRET read-out. inhibition, % at 13.8 µM. P04156. actives 0.43% (n = 370,000); in the data active means inhibition above about 24%; further: 0% = median of the test wells and 100% = reference compound wells
Anthrax LF prot = inhibitors of Bacillus anthracis lethal factor protease; P15917; multiplex microsphere protease cleavage assay, LF; inhibition, % at 10 µM; actives 0.12% (n = 360,000); AID 588501; further: plate controls were buffer without enzyme for full effect and enzyme alone for no effect
FadD28 FP inh = M. tuberculosis FadD28 bisubstrate binding inhibition | inhibition, % at 12.5 µM | FadD28 bisubstrate probe binding, fluorescence polarization | actives 0.22% (n = 360,000) | AID 588549; in the data active means inhibition above about 8.5%, passing the limit was not always enough; inconclusive means no clear call, values can overlap the other calls
BoNT-F LC inh = blocks Botulinum neurotoxin F light chain protease. Multiplex microsphere protease cleavage assay, flow cytometry. inhibition, % at 10 µM. actives 0.22% (n = 360,000). AID 588497; in the data active means inhibition above about 35%, passing the limit was not always enough; inconclusive means no clear call, values can overlap the other calls; further: plate controls were buffer without enzyme for full effect and enzyme alone for no effect
BoNT-A LC inh2 = blocks Botulinum neurotoxin A light chain protease; inhibition, % at 10 µM; actives 0.17% (n = 360,000); multiplex microsphere protease substrate cleavage, flow cytometry; further: plate controls were buffer without enzyme for full effect and enzyme alone for no effect
TcdB GH inh = blocks C. difficile toxin B glycohydrolase activity; P18177; TcdB glycohydrolase enzymatic assay, plate reader; inhibition, % at 9.99 µM; actives 0.24% (n = 350,000); AID 652162; in the data active means inhibition above about 10%
CCHFV vOTU inh = CCHFV vOTU protease inhibition; inhibition, % at 11.5 µM; Pep-AMC fluorescence; actives 0.55% (n = 370,000); AID 651958; in the data active means inhibition above about 30%; further: 0% = vehicle wells with enzyme and 100% = no enzyme wells
Yp Topo-I inh = inhibitors of Yersinia pestis topoisomerase I; activity, % at 10 µM; Y. pestis Topo-I cleavage product accumulation, plate reader; actives 0.064% (n = 360,000); AID 504884; in the data active means activity above about 50%, passing the limit was not always enough; inconclusive means no clear call, values can overlap the other calls; further: inactives centre near 2
PfHsp40 yeast = restores yeast growth despite PfHsp40 toxicity; S. cerevisiae expressing PfHsp40, growth rescue, ATP luminescence; growth rescue, % at 12.5 µM; actives 0.68% (n = 340,000); in the data active means growth rescue above about 28%, passing the limit was not always enough; inconclusive means no clear call, values can overlap the other calls;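 further: yeast W303a lacking pdr1 and pdr3 grown in galactose medium; growth measured after three days at 30 °C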
The depositor's hits bear a star; ? = inconclusive; / = not tested or not shown. Unless noted, no stated cut-off is given here; in the data, active means inhibition above about 30%; inconclusive means no clear call, values can overlap the other calls; inactive means below that.

SMILES	PrPC TRFRET	Anthrax LF prot	FadD28 FP inh	BoNT-F LC inh	BoNT-A LC inh2	TcdB GH inh	CCHFV vOTU inh	Yp Topo-I inh	PfHsp40 yeast
O=C(NC1CCN(Cc2ccccc2)CC1)c1cccc(S(=O)(=O)Nc2ccc(SC(F)F)cc2)c1	-11	3	-2.1	-14	-0.7	0.1	0	-22	1.3
O=C1CCc2cc(S(=O)(=O)NCCc3ccccc3)cc3c2N1CC3	-1	2	-3.2	-3	-0.9	0.6	10	1	-1.1
Cc1cc(C)c(OCCCCN(C)C)c(Br)c1	0	0	0.6	2	1.0	1.4	-6	-2	2.6
CC(C)c1cccc(OCCN2CCCC2)c1	11	-6	-0.1	23	0.8	-0.2	-9	1	0.4
Cc1cccc(N2CCN(S(=O)(=O)c3c(C)[nH]c(=O)[nH]c3=O)CC2)c1C	-2	0	0.0	-6	?	/	3	2	-0.7
Cc1nnc(NC(=O)CSc2cn(Cc3ccccc3)c3ccccc23)s1	-6	-3	-1.7	-41	-1.8	2.0	7	1	0.2
S=c1[nH]ncn1/N=C/c1ccc(N2CCOCC2)cc1	-1	3	-0.7	2	0.5	/	6	-10	0.4
CCCCn1nc2cc(C(=O)NC[C@@H]3CCCO3)ccc2c1OCC	-6	-2	-1.6	-9	0.1	2.0	-51	-8	-0.8
O=C(CCN1C(=O)/C(=C\c2ccccc2Cl)SC1=S)Nc1cccnc1	-1	-1	2.1	-4	0.6	-0.4	5	11	0.2
COC(=O)c1ccc(Cn2cnc3c(cnn3-c3ccc(F)cc3)c2=O)o1	8	-13	0.1	-9	0.3	/	8	-1	0.5
CC1CCc2cc(F)ccc2N1C(=O)CSc1nnc2c(n1)[nH]c1ccccc12 (configuration not stated)	-5	-3	-3.5	0	-0.2	0.4	23	10	2.0
COc1ccccc1-c1noc(CSc2nc(C)cc(=O)[nH]2)n1	1	-1	0.2	-2	-0.6	-1.6	3	7	-1.4
COc1ccccc1-c1cc2nc(C)c(CCC(=O)NCc3ccco3)c(C)n2n1	-5	-3	-3.3	-5	-1.1	0.7	-4	14	-1.0
O=c1cc2ncc(-n3cc([N+](=O)[O-])cn3)cn2[nH]1	-9	-4	-2.1	0	0.0	0.2	-6	-15	0.2
Cc1ccc(S(=O)(=O)N(CC(=O)Nc2cc(C)ccc2C)C(=O)N2CCN(C)CC2)cc1	-6	-1	?	1	-2.9	1.1	-10	6	0.4
COc1ccc(C(=O)c2[nH]c(N)c(C(=O)NCCc3c[nH]c4ccccc34)c2-c2ccc(Br)cc2)cc1	-4	-8	/	-3	0.4	0.9	5	/	/
COc1ccccc1NC(=O)CSc1nnc(Cc2cccn2C)n1-c1ccc(F)cc1	4	-6	-1.8	-3	-0.5	1.0	0	24	-0.3
O=C(COC(=O)c1ccc(S(=O)(=O)N2CCCC2)cc1)NCc1cccs1	-1	-7	1.8	-4	-0.1	1.8	5	13	-2.7
Cc1ccc(S(=O)(=O)Nc2cccc(C(=O)NC3CCN(Cc4ccccc4)CC3)c2)cc1F	5	-4	-3.5	0	-5.0	0.0	-4	2	0.6
COc1ccc(CNc2ncc(-c3ccccc3)n2C)c(OC)c1OC	3	-2	-4.1	-3	-2.0	2.5	1	23	-0.4
O=C(CSc1nnc(-c2cccs2)o1)NCc1ccco1	-2	0	-2.6	0	0.0	0.0	7	-4	-1.4
CC(O)[C@H]1CN=C(N)N1CCCCC1CCCCC1 (some centres not stated)	0	-8	-3.5	-6	-0.5	-0.3	-4	-11	-1.8
Cc1nc2c(Br)cc(Br)cc2c(=O)n1-c1ccccc1NC1OCC(O)C(O)C1O (configuration not stated)	0	4	-2.5	-4	-0.1	0.5	-5	-2	4.4
COn1c(-c2ccc(Cl)cc2)nc2ncccc21	0	2	1.3	?	-7.5	1.3	-22	7	-0.2
O=C(OCCN1C(=O)c2ccccc2C1=O)c1cc(S(=O)(=O)N2CCOCC2)ccc1F	-6	-2	0.0	9	-0.5	/	5	8	1.2
CCCC(=O)N(CCN1CCOCC1)c1nc2c(OC)ccc(OC)c2s1	-2	0	0.1	3	0.3	-0.3	0	15	-1.9
O=c1[nH]c(=O)n(Cc2ccccc2Cl)c(O)c1/C=C1/C=CC=N1	7	2	-2.3	6	2.5	0.8	2	12	1.6
Cc1ccc(NC(=O)CCCNC(=O)c2ccc(Cl)cc2)nc1	0	0	-0.2	18	0.0	-0.4	0	4	1.2
CCCCCCN1C[C@H](n2cc(C3CC3)nn2)[C@@H](O)C[C@@H]1c1ccc(C)cc1	-2	-8	-2.8	-6	-0.6	1.5	38*	31	/
CN1CCN(C(CNS(=O)(=O)c2cccs2)c2cccnc2)CC1 (configuration not stated)	0	-6	-1.3	-11	-0.8	-0.8	-4	0	1.7
COc1ccc(NC(=O)CSc2ncn(-c3ccccc3)n2)cc1Cl	9	-14	-5.5	5	4.9	0.4	14	4	-1.3
CCOC(=O)C1CCN(S(=O)(=O)c2cn(C)c(=O)n(C)c2=O)CC1	2	-4	-4.2	-4	-0.3	2.5	-2	-8	0.8
COc1cc(C2C(C(C)=O)=C(O)C(=O)N2CCN2CCOCC2)ccc1O (configuration not stated)	-3	-6	0.1	-5	-0.8	/	-2	3	0.0
CCc1ccc(NC(=O)CSc2nnc(-c3cnccn3)n2C)cc1	5	-3	0.2	-7	-0.4	1.8	11	1	0.6
Cc1ccc(/C=N/NC(=O)Cc2ccc(Cl)cc2)c(O)c1	-6	-9	-2.4	?	-3.5	0.2	-2	-4	0.3
CCCCCCn1c(=O)n2n(c1=O)C[C@]1(OC(=O)NCc3ccccc3F)CN(S(=O)(=O)c3ccc(C)cc3)C[C@]1(O)C2	3	-4	-0.2	-1	0.0	-4.5	11	-2	/
O=C(/C=C/c1ccccc1[N+](=O)[O-])NNC(=O)c1ccncc1	-29	-2	-0.8	2	-2.4	0.4	6	-1	-0.2
O=C(CSc1nncn1-c1cccnc1)Nc1cccc(C(F)(F)F)c1	-1	-15	-2.3	-7	-0.3	1.7	11	4	-0.8
COc1ccc(CN(C(=O)c2cccs2)c2ccccc2)cc1	-3	-2	-9.8	1	-0.5	1.8	-1	29	0.7
COc1ccc(CNC(=O)CN2C(=O)CCSc3ccc(S(=O)(=O)N4CCCC4)cc32)cc1	-1	1	-2.8	1	0.1	0.7	16	-2	-1.9
CC(=O)Nc1nc(-c2ccc(-c3ccccc3)cc2)cs1	1	0	-6.4	-5	-0.7	1.1	-2	-3	/
O=C1CCCN1CCCNS(=O)(=O)c1ccc(Cl)c(C(=O)N2CCOCC2)c1	1	0	1.3	-12	-1.5	/	-1	-8	0.6
COC(=O)CN1C(=O)C2(C(C#N)=C(N)Oc3n[nH]c(-c4cccs4)c32)c2ccccc21 (configuration not stated)	1	1	-4.8	2	0.5	/	10	3	0.8
Cc1csc(SCC(=O)Nc2cc(C(N)=O)cc(C(N)=O)c2)n1	9	-1	-0.8	0	0.4	0.4	-2	1	-0.1
CCC(C)(C)NC(=O)C(c1cccc(OC)c1OC)N(CCC(C)C)C(=O)CCC(=O)Nc1cc(C)on1 (configuration not stated)	-3	0	0.8	-8	-0.1	2.6	21	36	1.1
COc1ccc([C@@H](OC)[C@@]2(Cc3ccc(O)cc3)N=C(N)N(C)C2=O)cc1	-2	7	-3.9	-12	-0.7	0.1	-8	9	1.2
Cc1nn(-c2ccccc2)c2[nH]c(=O)cc(C(F)F)c12	0	-2	-5.0	-7	-0.2	1.1	15	-6	7.5
Cc1c(C(=O)N2CCOCC2)c(S(=O)(=O)Nc2cccc(Br)c2)c(C)n1C	9	-2	-1.3	-1	-2.9	2.7	12	-4	-0.4
COCCn1cc(C(=O)N2CCN(C)CC2)c2c3ccccc3n(C)c2c1=O	-3	-3	-1.5	6	0.8	/	-35	0	-0.1
CCn1c(SCC(=O)Nc2ccccc2)nc2ccccc2c1=O	5	0	1.0	?	0.4	-0.5	-14	1	-1.6
Clc1ncccc1OCc1ccccc1	-9	-2	-3.4	?	0.6	0.0	-12	6	0.6
CCCCNC(=O)CCC(=O)Nc1ccc2nc(N3CCN(C)CC3)cc(C)c2c1	5	5	0.7	1	-0.2	1.1	-25	5	2.1
C=CCOc1nc2c(c(=O)n(Cc3ccc(Cl)cc3)c(=O)n2C)n1C	8	0	-2.2	3	-0.5	/	3	-6	1.1
NC(=O)CC(NC(=O)c1ccccc1)c1ccc(NCCc2ccc(Cl)cc2)c([N+](=O)[O-])c1 (configuration not stated)	-11	10	-0.8	4	-0.2	1.5	-3	19	0.8
CC(C)C[C@@H](CO)N1CCN(Cc2cccc(C#N)c2)CCC1=O	-1	-7	0.3	-10	-0.5	0.7	3	2	-1.5
COCCn1c(CNc2ccc(F)cc2)nnc1SCC(=O)Nc1ccc(OC)cc1OC	9	-4	-2.7	1	0.4	/	-15	12	0.1
CCN1C(=O)/C(=C/c2c(C)nn(C)c2C)SC1=S	/	-1	1.3	0	1.3	0.6	/	0	-0.3
COc1ccc(C(=O)NC(=S)Nc2nc(C)c(C(=O)N(C)C)s2)cc1	-1	1	0.3	0	-0.6	/	8	13	-0.6
Cc1ccc(S(=O)(=O)c2cnc3cc(C)nn3c2N)cc1	1	-2	-1.9	-4	0.5	-0.9	1	-2	32*
COc1ccc(S(=O)(=O)N2CCC(C(=O)Nc3nnc(CCN4CCCCC4)s3)CC2)cc1	-5	-1	-1.5	-7	-0.7	/	8	10	-0.5
CCn1c(SCC(=O)Nc2ccccc2OC)nnc1-c1cnccn1	2	-4	0.1	-2	-1.3	/	8	11	0.0
CCN(CC1CCCO1)C(=O)C1CCN(C2CCN(Cc3ccccc3C)CC2)CC1 (configuration not stated)	-7	2	1.4	8	-1.8	0.0	9	-10	-1.2

Fetched by structure from the entries so far, 2 records:
SMILES	PrPC TRFRET	Anthrax LF prot	FadD28 FP inh	BoNT-F LC inh	BoNT-A LC inh2	TcdB GH inh	CCHFV vOTU inh	Yp Topo-I inh	PfHsp40 yeast
CC(C)C[C@@H](CO)N1CCN(Cc2cccc(C#N)c2)CCC1=O	-1	-7	0.3	-10	-0.5	0.7	3	2	-1.5
CCC(C)(C)NC(=O)C(c1cccc(OC)c1OC)N(CCC(C)C)C(=O)CCC(=O)Nc1cc(C)on1 (configuration not stated)	-3	0	0.8	-8	-0.1	2.6	21	36	1.1

An unsorted share of the library. Share with any hit: about 2.3%.
